Mot1-301 SUMO – SUMOylation pathway inhibition by Mot1-301 growth rescue; S. cerevisiae Mot1-301 growth rescue, ATP luminescence, 38.5C; percent above DMSO median, 100 means doubled; growth rescue, % at 18.8 µM; 1% of 320,000 active;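 active means every valid replicate shows activation above 250% relative to neutral control wells; inactive means the rest, any valid replicate at or below 250%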;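 further: OY570 slx delta 5 strain wells were the positive control but not used for scaling; some compounds called inactive have numbers as strong as hits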
Tat export inh – blocks Tat-dependent protein export in E. coli. E. coli MC4100 TorA-mCherry Tat export, fluorescence. 0.036% of 340,000 active. inhibition, % at 10 µM;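 active means mean replicate inhibition at least 50% and at least half of replicates individually reaching 50%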;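 further: exported cargo escapes ClpAP degradation while cytoplasmic cargo is degraded and loses fluorescence; 0% = median of neutral control wells and 100% = median of NaSCN control wells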
PKA-R2B act – activates the human PKA-R2B holoenzyme complex | P22694+P31323 | PKA-R2B holoenzyme dissociation, Cy5-IP20 fluorescence polarization; R2B truncated from residue 108, S112A mutant; 0% DMSO only, 100% 113 µM cGMP | activation, % at 11.4 µM | 0.079% of 340,000 active | AID 504700;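 active means activation above a cutoff set at the mean over all compounds plus 3 SD, cut at about 18% in these data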;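 further: higher means more holoenzyme dissociation and a rise in polarization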
AddAB inh – less growth of phage-infected E. coli with AddAB. E. coli expressing H. pylori AddAB, absorbance growth. inhibition, % at 11.9 µM. 0.29% of 330,000 active; in the data active means inhibition above about 12%;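 further: 0% = vehicle wells of infected cells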
Ecoli viability – bacterial growth inhibition, counter-screen for AddAB inhibitors; E. coli V3065 growth, OD600 absorbance, 18 h; inhibition, % at 11.9 µM; 0.27% of 330,000 active;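 active means inhibition above the campaign's mean inhibition across all tested compounds plus 3 SD, cut at about 9.9% in these data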;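 further: uninfected addAB+ strain grown without phage in ampicillin broth; 0% = DMSO wells and 100% = ciprofloxacin 0.95 µg/ml wells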
phage Ecoli inh – E. coli growth loss with phage present | inhibition, % at 11.9 µM | growth absorbance | 0.26% of 360,000 active; in the data active means inhibition above about 11%
CDK5 p35 inh – blocks human CDK5/p35 kinase activity. Recombinant CDK5/p35, ADP-Glo luminescence, 60 min. inhibition, % at 10 µM. 0.01% of 330,000 active. Q00535+Q15078;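 active means highest replicate inhibition of at least 50% and at least 75% of replicates reaching 50%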;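 further: plate controls were DMSO neutral control for no effect and GW8510 at 10 µM for full effect; many of its hits are not listed in these tables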
HTR5A ag ctr – HTR5A agonism, opioid heterodimer counter-screen | activation, % at 9.3 µM | HTR5A agonist assay, luminescence, cell-based | 0.61% of 340,000 active | AID 504692 | P47898; in the data active means activation mostly above about 9.5%, no sharp cut-off; inactive means mostly below about 7.6%;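 further: 0% = cells with vehicle only and 100% = reference agonist; strong numbers were not always called active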
Target sequence (P47898 whole entry, looked up): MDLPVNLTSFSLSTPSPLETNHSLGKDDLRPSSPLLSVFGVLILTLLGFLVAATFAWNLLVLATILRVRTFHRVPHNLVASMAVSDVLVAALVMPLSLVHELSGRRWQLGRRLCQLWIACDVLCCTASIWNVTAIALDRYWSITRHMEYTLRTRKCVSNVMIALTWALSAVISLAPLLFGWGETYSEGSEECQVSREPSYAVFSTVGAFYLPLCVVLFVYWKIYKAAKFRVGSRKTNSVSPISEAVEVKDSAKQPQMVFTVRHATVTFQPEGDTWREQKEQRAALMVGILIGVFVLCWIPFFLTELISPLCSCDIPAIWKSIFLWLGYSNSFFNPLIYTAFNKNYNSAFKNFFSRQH
HTR5A inv ag – HTR5A inverse agonism, opioid heterodimer counter-screen; 0.083% of 340,000 active; inhibition, % at 9.3 µM; HTR5A cell line, luminescence; P47898; in the data active means inhibition mostly above about 23%, no sharp cut-off; inactive means mostly below about 18%;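 further: 0% = cells with DMSO and 100% = no-cell wells with DMSO; some compounds called inactive have numbers as strong as hits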
DAGLB inhibitor – diacylglycerol lipase beta (human) inhibition; Q8NCG7; HEK293T DAGLB membrane lysate, EnzChek fluorogenic substrate; inhibition, % at 5.17 µM; 0.059% of 340,000 active; in the data active means inhibition above about 34%;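 further: 0% = enzyme with vehicle and 100% = wells lacking enzyme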
Target sequence (Q8NCG7 whole entry, looked up): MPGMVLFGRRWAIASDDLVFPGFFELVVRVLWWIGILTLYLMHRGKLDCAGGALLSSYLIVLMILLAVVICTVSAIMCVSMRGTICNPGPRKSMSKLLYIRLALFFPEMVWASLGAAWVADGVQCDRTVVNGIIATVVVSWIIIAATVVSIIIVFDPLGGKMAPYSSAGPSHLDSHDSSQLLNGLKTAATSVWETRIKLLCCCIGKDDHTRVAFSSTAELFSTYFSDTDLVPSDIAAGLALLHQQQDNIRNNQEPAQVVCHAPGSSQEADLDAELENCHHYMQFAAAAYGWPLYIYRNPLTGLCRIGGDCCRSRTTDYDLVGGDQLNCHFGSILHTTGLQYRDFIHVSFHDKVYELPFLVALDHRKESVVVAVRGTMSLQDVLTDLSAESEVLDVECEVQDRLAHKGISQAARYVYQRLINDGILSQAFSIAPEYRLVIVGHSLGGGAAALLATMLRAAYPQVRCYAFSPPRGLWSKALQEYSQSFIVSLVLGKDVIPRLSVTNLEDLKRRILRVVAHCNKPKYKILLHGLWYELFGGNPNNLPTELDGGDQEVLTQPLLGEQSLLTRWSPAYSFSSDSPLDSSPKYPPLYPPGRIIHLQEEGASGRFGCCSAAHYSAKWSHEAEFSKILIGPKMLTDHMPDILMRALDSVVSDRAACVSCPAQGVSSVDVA
PKA-R1A activ – activators of PKA-R1A complex; P00514+P68181; PKA-R1A dissociation, Cy5-IP20 fluorescence polarization; scaled: DMSO 0%, 113 µM cGMP 100%; 0.083% of 340,000 active; activation, % at 11.4 µM;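 active means percent activation above the mean of all tested compounds plus 3 SD, cut at about 19% in these data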;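 further: higher means more PKAc released from R1A so a rise in polarization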
* hit, by the source's call; nt = not tested or not shown.

SMILES | Mot1-301 SUMO | CDK5 p35 inh | PKA-R2B act | Tat export inh | DAGLB inhibitor | Ecoli viability | PKA-R1A activ | AddAB inh | phage Ecoli inh | HTR5A ag ctr | HTR5A inv ag
COC(=O)c1ccc(N2OC3(C)C=CC2CC3)cc1 (stereo not drawn) | 4.1 | 0.1 | 0.9 | -2.1 | -0.5 | -0.6 | -2.5 | -0.5 | 3.2 | -2.3 | 5.8
C=CCn1cc(C(=O)N2CCN(C)CC2)c(=O)c2cc(S(=O)(=O)N3CCCC3)ccc21 | -15.8 | 0.9 | -7.8 | -2.3 | 0.7 | -0.7 | -6.4 | 3.3 | 21.6* | -0.9 | 2.6
COc1ccc(OC)c(C(C)NS(=O)(=O)c2cccs2)c1 (stereo not drawn) | 18.4 | -6.7 | -7.1 | -4.9 | -0.3 | -1.6 | 1.3 | -0.4 | 0.8 | 3.6 | 3.6
O=C(NCc1ccco1)c1nc(-c2ccc(F)cc2)no1 | -5.6 | -3.2 | -5.6 | 3.4 | -4.6 | 0.2 | -7.9 | 3.0 | 6.5 | 6.8 | 2.5
CCOC(=O)Cn1c(=O)n(Cc2ccco2)c(=O)c2ccc(C(=O)NC3CCCC3)cc21 | 54.2 | -1.8 | 14.2 | -6.9 | 0.4 | -0.8 | -5.8 | -0.8 | 0.1 | 0.6 | 17.7
Cc1nnc(SCC(=O)Nc2ccc([N+](=O)[O-])cc2)n1CC1CCCO1 (stereo not drawn) | 22.0 | 1.4 | -9.6 | 4.3 | 0.6 | 0.2 | 0.8 | 3.4 | 0.0 | -2.9 | 10.7
O=C(O)CC(Cc1ccc(Cl)cc1)C(=O)Nc1cc(Cl)ccc1Cl (stereo not drawn) | 5.2 | -0.8 | -10.0 | -2.9 | 2.9 | 1.3 | -10.5 | 1.8 | -0.9 | 0.0 | 0.1
O=C(NC(=S)Nc1cccc2cnccc12)c1ccccc1 | 88.0 | -4.1 | 1.6 | -2.6 | -5.2 | -0.2 | -3.0 | 4.4 | 3.2 | -2.0 | -8.4
COc1cc(/C=C2\SC(=S)N(CCC(=O)NCCc3ccccc3)C2=O)cc(OC)c1OC | 21.9 | 1.2 | -7.0 | -3.6 | 1.5 | 0.4 | 0.8 | 0.4 | 0.0 | -0.5 | -8.8
CC[C@@]1(C(=O)OC)N[C@H](CN(C)C(=O)c2ccc(C)cc2)[C@@H]2C(=O)N(C)C(=O)[C@@H]21 | nt | 0.3 | 3.1 | 0.4 | -0.5 | -2.0 | 11.1 | 1.2 | -0.1 | -2.7 | 9.9
Cc1ccc(C(O)(C(=O)NNc2ccccn2)c2ccc(C)cc2)cc1 | -4.9 | 1.0 | 0.5 | 1.0 | 13.8 | 0.9 | -2.5 | 3.4 | 3.5 | 5.7 | -1.4
CCOc1cc(C(=O)N(CC)CC(=O)Nc2c(F)cccc2F)ccc1OCC(=O)N1CCOCC1 | nt | -2.8 | 8.4 | 3.8 | -2.8 | nt | -7.0 | nt | nt | -4.8 | 13.1
Cc1ccc(-n2c(SCC(=O)N/N=C/c3ccccc3C(=O)O)nnc2-c2ccccc2)cc1 | 15.6 | 0.1 | -2.0 | -1.0 | 2.1 | -0.2 | -6.0 | -0.6 | 2.4 | -5.0 | 14.3
CCc1c(C)sc(NC(=O)c2cc(C(C)C)on2)c1C#N | 183.0 | 1.2 | 5.3 | -0.4 | -7.6 | 1.6 | -10.9 | 0.0 | 2.8 | 2.7 | -7.4
O=C(CN1CCCC1)Nc1cc(C(F)(F)F)ccc1Cl | nt | -0.9 | -10.8 | 0.2 | -0.6 | 1.1 | 2.4 | 0.2 | 1.7 | 4.1 | -11.2
COC(=O)N/N=C(\CCC(=O)O)c1cccs1 | 10.5 | 0.2 | -6.0 | 2.0 | -1.6 | 0.1 | -6.3 | 0.8 | 1.8 | -0.7 | 2.2
C[C@@H]1CCC(=O)N(C[C@@H](C)CSc2ccccc2)CC1 | -10.3 | -0.9 | -6.5 | 3.0 | -3.0 | -0.8 | -3.0 | -0.2 | 1.1 | 0.8 | -7.6
C=CCOc1ccc(C(=O)Nc2ccccc2C(=O)NCc2cccnc2)cc1 | 8.7 | 1.8 | -1.3 | 5.8 | 1.1 | -0.3 | 6.6 | 1.0 | -0.3 | -6.3 | 15.4
Cc1cccc(N2C(=O)CC(N3CCN(C(=O)c4ccccc4)CC3)C2=O)c1 (stereo not drawn) | -4.7 | 0.1 | 0.1 | -2.1 | 0.0 | 0.6 | -6.9 | -1.9 | 1.9 | -0.7 | 2.1
Cn1ccnc1Sc1nc2ccccc2nc1NS(=O)(=O)c1ccccc1 | -3.4 | 0.8 | -5.6 | 10.7 | 7.0 | -0.1 | -10.3 | 3.4 | 2.8 | 2.2 | 14.2
CC(NC(=O)c1ccc(N(C)C)cc1)c1ccc(F)cc1 (stereo not drawn) | 3.0 | 0.8 | -7.7 | -0.7 | -0.1 | -0.2 | 10.2 | -1.5 | 0.1 | -0.8 | -26.7
O=C(O)C1CC=CCC1C(=O)Nc1ccc(N2CCN(Cc3ccccc3)CC2)cc1 (stereo not drawn) | 2.1 | -0.3 | 11.6 | -3.8 | -3.4 | -0.8 | 4.3 | 2.7 | 1.3 | 0.1 | -29.1
C=CC[C@H](CC(=O)N(CCO)Cc1ccccc1)C(=O)N[C@@H](COC(=O)[C@@H](CC=C)Cc1ccc(F)cc1)Cc1c[nH]c2ccccc12 | -14.2 | 1.7 | -3.9 | 9.6 | -0.1 | -4.1 | 0.9 | -1.3 | -0.6 | 2.5 | -9.3
COc1ccccc1N1CCN(Cc2ccc(Br)o2)CC1 | -18.9 | 0.1 | 2.1 | -4.4 | -3.7 | 0.2 | -9.0 | 1.7 | 1.7 | -1.3 | -4.5
NS(=O)(=O)c1ccc(NC(=O)c2cccc(Cl)c2)cc1 | -13.3 | 0.2 | 5.7 | -4.8 | -0.9 | 3.3 | 3.3 | 0.8 | 2.1 | 1.0 | -3.0
CC(=O)NN1C(=O)c2ccc(Oc3ccc([N+](=O)[O-])cc3)cc2C1=O | 170.2 | -1.5 | -5.4 | -1.6 | 1.1 | 0.7 | -7.3 | 0.9 | 1.8 | -0.3 | -17.4
O=Cc1[nH]c2ccccc2c1N(C(=O)CCl)c1ccccc1 | nt | -0.7 | 2.9 | -2.0 | 5.0 | nt | -3.4 | nt | -0.1 | -1.4 | -38.4
CCCCn1c(N)c(N(CCOC)C(=O)COC(=O)CNC(=O)c2ccc(Cl)c(Cl)c2)c(=O)[nH]c1=O | nt | -7.9 | 6.0 | 4.6 | 0.6 | nt | -11.5 | nt | -0.2 | -9.3 | 23.0
COc1ccc(OC)c(NC(=O)COC(=O)c2ccc(-n3cnnn3)cc2)c1 | 237.2 | 0.4 | 4.2 | -1.2 | 0.2 | 0.7 | 4.8 | 5.3 | 1.0 | 1.0 | 13.8
CCCC(=O)N1CCN(Cc2nc3cc([N+](=O)[O-])ccc3n2C)CC1 | 5.1 | -0.4 | 1.9 | -5.3 | -1.6 | -0.9 | -8.8 | -0.1 | -2.6 | 0.4 | -1.6
N#CC1(NC(=O)COc2cc(F)ccc2[N+](=O)[O-])CCCCC1 | 2.3 | 0.9 | 6.5 | 0.5 | 0.9 | 0.0 | 7.8 | 4.0 | 3.8 | 3.6 | -13.2
CCOC(=O)N1CCc2c(sc3ncn(C)c(=O)c23)C1 | -1.0 | -0.7 | -0.2 | 2.1 | 2.1 | -0.7 | 19.1* | -1.9 | 2.3 | -0.3 | -15.7
COc1ccc(N(C)C(=O)C2CCN(S(=O)(=O)c3cccc4nonc34)CC2)cc1 | -11.2 | 0.0 | 6.5 | -5.9 | -0.1 | 0.3 | 2.7 | 0.3 | -0.6 | -1.9 | -18.8
O=C(CSc1nc2ccccc2c(=O)n1-c1ccccc1F)Nc1ccc2c(c1)CCC2 | 17.7 | 0.4 | 9.9 | 1.1 | -5.5 | -0.4 | 0.8 | 2.0 | 3.5 | -4.3 | 10.6
CC(OC(=O)CNS(=O)(=O)c1ccc(C#N)cc1)C(=O)Nc1cccc(C#N)c1 (stereo not drawn) | -1.4 | -0.4 | -2.4 | 8.9 | -0.5 | 0.0 | 7.2 | 0.2 | 2.1 | -5.0 | 1.1
CC(C)(C)CNC(=O)[C@]1(C)CCC[C@@]2(C)C3CC[C@@]4(C)C[C@]3(CCC21)CC4=O (stereo partly drawn) | 1.7 | 1.6 | 6.5 | 18.0 | -9.4 | -0.4 | -3.6 | -0.1 | 3.0 | 2.8 | -19.6
COc1ccc(Cl)cc1C=CC=Nc1ccc(S(N)(=O)=O)cc1 | nt | 0.1 | -2.5 | -4.6 | 2.9 | nt | 8.8 | nt | 0.2 | -1.3 | 4.9
CN(CCc1ccccn1)c1ccccc1 | nt | 0.1 | 3.0 | -7.4 | -2.9 | nt | -2.6 | nt | 0.7 | -1.8 | 7.0
O=[N+]([O-])c1ccc(NCCN2CCOCC2)c([N+](=O)[O-])c1 | -11.6 | -1.1 | 4.9 | -8.9 | -1.9 | nt | 0.5 | nt | 1.8 | 1.5 | -5.5
Cc1nc([N+](=O)[O-])c(Br)n1CC(=O)c1cccc([N+](=O)[O-])c1 | 8.3 | -0.7 | -4.4 | 0.0 | -2.7 | -2.1 | -0.9 | -1.0 | 4.0 | 2.0 | -5.1
CCC1Sc2ccccc2N(CC(=O)NC2CCCC2)C1=O (stereo not drawn) | -3.0 | 1.0 | -2.5 | -7.3 | -3.9 | -1.2 | -4.6 | -0.6 | 0.8 | -2.7 | -11.5
C=CCNC(=O)/C(C#N)=C/c1c(N2CCN(c3ccc(OC)cc3)CC2)nc2c(C)cccn2c1=O | 11.7 | -0.2 | -2.5 | 6.1 | 1.7 | 3.3 | -2.8 | -0.2 | 0.9 | -4.3 | 15.4
Cc1ccc(-c2ccc(SCC(=O)Nc3ccc4c(c3)OCCO4)nn2)cc1 | 2.8 | -0.2 | -3.5 | -0.3 | -4.0 | 1.0 | -4.9 | 0.5 | 1.0 | 3.3 | 18.2
O=S(Cc1ccc(Cl)cc1)CC(O)COc1ccc(Cl)cc1 (stereo not drawn) | -6.3 | -1.7 | -1.2 | 5.3 | -0.4 | -1.3 | 4.7 | 1.0 | 2.0 | -3.3 | -40.1
COc1ccc(CC(=O)NNS(=O)(=O)c2ccccc2)cc1OC | 109.0 | 1.1 | 9.3 | -2.2 | 0.9 | 1.7 | 6.3 | 0.5 | 2.2 | -0.4 | 1.0
O=C(Nc1ccsn1)c1ccc(Cl)cc1Cl | 173.9 | -0.4 | 0.9 | -6.1 | -2.9 | 1.3 | -6.5 | 3.8 | 2.9 | 4.4 | -17.4
CC(C)c1cc(C(=O)N2CCCC(Nc3ccc(F)cc3)C2)nc(N)n1 (stereo not drawn) | 4.1 | 0.0 | -3.6 | -0.7 | 0.1 | 1.6 | 3.5 | 0.4 | 1.1 | 0.6 | 7.6
CCc1ccc(C(=O)NNC(=O)C2CC(=O)N(Cc3ccccc3)C2)cc1 (stereo not drawn) | 60.3 | -0.4 | -1.4 | 5.5 | -2.6 | -0.4 | -9.9 | -0.3 | -0.4 | -0.4 | 0.9

Screening data (PubChem BioAssay)
